# Compound activity deposited in PubChem by several laboratories.
# rCAG RNA binder: binds r(CAG) RNA repeats; r(CAG) RNA repeat, TO-PRO-1 dye displacement fluorescence; inhibition, % at 3 µM; actives 1.3% (n = 370,000); AID 651821;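 active means inhibition above the plate cutoff, the mean of all test compounds on that plate plus 3 SD, cut at about 35% in these data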;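 further: 0% = DMSO alone and 100% = 100 µM mitoxantrone as full dye displacement; higher means more dye released from RNA so lower well fluorescence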
# mABHD4 FP: inhibits mouse alpha/beta hydrolase domain 4. Q8VD66. purified mABHD4, FP-Rh probe fluorescence polarization. inhibition, % at 8.92 µM. actives 0.54% (n = 370,000). AID 720543;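 active means inhibition exceeding the mean over every tested compound plus 3 SD, cut at about 30% in these data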;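 further: 0% = plate median of compound wells and 100% = S159A mutant with DMSO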
#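 Test system: mABHD4 protein | Buffer or medium: HEPES pH 7.0 buffer, 150 mM NaCl, 0.01% Pluronic F-127 | Probe or stimulus: FP-Rh fluorescent activity-based probe, added after compound pre-incubation | Timing: Pre-incubation 45 min, probe exposure 60 min, at 25 °C | Technique: Fluorescence polarization, excitation 525 nm, emission 598 nm, BODIPY TMR filters | Repeats: Single well per compound (singlicate)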
# TDP2 absorb: TDP2 (human) inhibition, absorbance primary screen; O95551; actives 0.34% (n = 370,000); inhibition, % at 12.8 µM; AID 720702; recombinant TDP2, T5PNP hydrolysis, p-nitrophenol absorbance 415 nm;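 active means inhibition above the mean of all tested compounds plus 3 SD, set per campaign, cut at about 25% in these data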;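 further: 0% = DMSO with enzyme and 100% = buffer with substrate but no TDP2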
#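 System – recombinant human TDP2 · Quantity – TDP2 enzyme at 120 nM final · Doses – single concentration, 12.8 µM nominal, with 1% DMSO · Incubation – 2 h at 37 °C · Measured by – epi absorbance of p-nitrophenol freed from T5PNP by hydrolysis · Read-out – % inhibition relative to enzyme-containing and enzyme-free wells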
# Rev-erbA mod: Rev-erb alpha (human) modulation | P20393 | Rev-erbα–FITC-DNA binding, fluorescence polarization, 90 min | activity, % at 10 µM | actives 0.79% (n = 370,000) | AID 1259318;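 active means activity above about 14%, limit read from the data; passing the limit was not always enough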;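 further: 0% = DMSO wells with 35 nM protein and 100% = DMSO wells with 750 nM protein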
# TCR CD3 inh: inhibitors of human TCR-CD3 interaction. TAMRA-labeled TCR probe fluorescence, biochemical. inhibition, % at 9.4 µM. actives 0.37% (n = 360,000); in the data active means inhibition above about 19%;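 further: recombinant mutant TCR 2C K166C tagged with TAMRA read by polarization; 0% = receptor in buffer alone and 100% = receptor with positive control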
# SIAE primary: blocks human sialic acid acetylesterase; Q9HAT2; SIAE FP-Rh probe binding, fluorescence polarization; inhibition, % at 9.66 µM; actives 0.69% (n = 370,000); AID 1053197;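 active means inhibition above a cutoff: mean of compounds within the control limits plus 3 SD of those, cut at about 17% in these data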;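 further: 0% = plate median of compound wells and 100% = probe without SIAE protein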
# Target sequence (Q9HAT2 whole entry, looked up): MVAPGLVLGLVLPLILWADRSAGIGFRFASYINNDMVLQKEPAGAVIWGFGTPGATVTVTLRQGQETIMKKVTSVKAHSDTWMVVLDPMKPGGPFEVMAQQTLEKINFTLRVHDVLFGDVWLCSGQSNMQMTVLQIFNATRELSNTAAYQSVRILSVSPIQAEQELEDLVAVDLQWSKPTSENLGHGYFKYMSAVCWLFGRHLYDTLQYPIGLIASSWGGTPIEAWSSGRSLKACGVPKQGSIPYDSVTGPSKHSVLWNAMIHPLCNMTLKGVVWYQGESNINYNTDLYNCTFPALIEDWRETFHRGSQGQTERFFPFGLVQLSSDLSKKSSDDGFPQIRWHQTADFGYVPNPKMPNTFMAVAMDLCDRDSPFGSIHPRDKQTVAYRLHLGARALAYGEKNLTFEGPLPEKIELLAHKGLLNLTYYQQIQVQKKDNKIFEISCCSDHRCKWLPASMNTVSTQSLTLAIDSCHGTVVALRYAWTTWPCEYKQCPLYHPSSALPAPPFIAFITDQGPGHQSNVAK
# HTRA1 inh: blocks human HTRA1 serine peptidase | Q92743 | recombinant HTRA1, FP-rhodamine activity-based probe, fluorescence polarization | inhibition, % at 5.96 µM | actives 0.5% (n = 340,000) | AID 504803; in the data active means inhibition above about 36%;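 further: 0% = enzyme with DMSO and 100% = wells lacking enzyme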
# PRMT1 inh: inhibitors of human PRMT1. inhibition, % at 2.79 µM. actives 1.3% (n = 370,000). recombinant PRMT1, activity-based probe fluorescence polarization;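 active means inhibition above about 21% made by adding two undisclosed values, limit read from the data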
# Target sequence (Q99873 whole entry, looked up): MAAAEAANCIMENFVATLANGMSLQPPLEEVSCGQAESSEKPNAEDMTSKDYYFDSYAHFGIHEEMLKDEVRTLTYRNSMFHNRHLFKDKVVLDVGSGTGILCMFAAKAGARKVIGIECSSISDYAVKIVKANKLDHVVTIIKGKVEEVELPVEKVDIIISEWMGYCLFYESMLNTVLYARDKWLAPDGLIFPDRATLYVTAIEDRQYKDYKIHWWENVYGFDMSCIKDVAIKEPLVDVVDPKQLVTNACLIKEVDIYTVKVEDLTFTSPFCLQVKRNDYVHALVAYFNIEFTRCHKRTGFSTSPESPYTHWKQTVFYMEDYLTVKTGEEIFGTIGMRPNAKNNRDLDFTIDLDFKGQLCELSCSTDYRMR
# PG9 Ab binder: small molecules binding HIV-1 gp120 antibody PG9; TR-FRET gp120-PG9 antibody binding; inhibition, % at 6.7 µM; actives 0.43% (n = 360,000); AID 624416; in the data active means inhibition above about 8.5%
# LEDGF integ inh: blocks HIV-1 LEDGF/p75-dependent DNA integration. actives 0.64% (n = 370,000). inhibition, % at 3.7 µM. TR-FRET IN-LEDGF/p75 DNA integration, Eu/Cy5;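 active means inhibition above the screen-wide mean plus 3 SD, cut at about 13% in these data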;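 further: signal is the Cy5 over europium emission ratio at 671 and 618 nm; 0% = plate median of compound wells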
# Starred values were filed as active, the others as inactive; · = not tested or not shown.
Structure,rCAG RNA binder,mABHD4 FP,TDP2 absorb,Rev-erbA mod,TCR CD3 inh,SIAE primary,HTRA1 inh,PRMT1 inh,PG9 Ab binder,LEDGF integ inh
CCC(Oc1ccccc1)C(=O)Nc1nnc(C(F)(F)F)s1 (configuration not stated),7,-20,-4,5,2,3,-7,1,-2.4,2
CCOC(=O)C1(CCOc2ccccc2)CCN(Cc2ccc(-n3cccn3)cc2)CC1,-5,-2,2,-2,-7,-7,-15,3,0.2,-1
CC(C)Cn1cnc2c1c(=O)n(CC(=O)Nc1ccc3c(c1)OCO3)c(=O)n2Cc1ccccc1,0,4,2,-1,-8,5,1,1,2.4,5
CCOC(=O)c1c(N)c(C#N)cn1-c1ccccc1,0,1,7,3,-4,3,-1,0,0.4,-3
Cc1ccc(N/C=C2\C(=O)C3(C)CCC2C3(C)C)cc1C (configuration not stated),-2,-2,0,-2,2,0,-4,-1,-0.5,1
COc1ccc(NC(=O)CCC(=O)Nc2cc(OC)c(NC(=O)c3ccco3)cc2OC)c(OC)c1,3,4,4,-2,7,-4,1,-1,-1.0,3
C[C@H]1COc2cccc(N3CCN(Cc4ccccc4F)CC3)c2S(=O)(=O)N1,0,8,0,-10,2,-1,·,2,1.1,3
COc1cc(NS(=O)(=O)c2ccc(NC(=S)NC(=O)c3ccccc3)cc2)nc(OC)n1,25,-5,-6,0,-3,-7,-4,-1,0.0,4
Cc1cc(C)cc(Oc2ccc(N)cc2)c1,1,4,-6,1,5,9,5,-3,-3.6,1
O=C(CCC(=O)OCc1cccc([N+](=O)[O-])c1)Nc1ccccc1Cl,-1,7,-1,0,-3,0,3,-1,-1.1,-2
CC(=O)Nc1ccc(S(=O)(=O)NCC2CCN(C(=O)C(=O)c3cccs3)CC2)cc1,3,4,12,-2,7,-3,·,0,-2.0,4
CNS(=O)(=O)c1cccc(C(=O)OCc2cc(=O)n3cc(Br)ccc3n2)c1,3,1,-9,0,-5,3,-2,1,-2.0,4
CCOC(=O)[C@H]1[C@H]2COc3ccc(Cl)cc3[C@@H]2N2C(=O)CN(C)C(=O)[C@@]12C,-6,2,1,3,-5,5,3,1,-0.6,3
COCCN(C(=S)Nc1ccc(OC)cc1)C(C)c1cccs1 (configuration not stated),2,0,8,1,4,3,0,0,-1.4,0
O=C1CC(c2ccccc2)CC(O)=C1C=NCCN1CCNCC1 (configuration not stated),-1,-8,2,-4,0,1,6,0,0.5,-7
COc1ccc(NC(=O)Nc2ccc(C(C)C)cc2)cc1,-3,-4,4,2,-4,2,-2,2,0.8,0
Cc1c(-c2ccccc2)oc2c(C(=O)OCC(=O)Nc3ccc(C(N)=O)cc3)cccc2c1=O,-2,-6,-1,5,-10,-6,-6,0,2.9,2
CCOc1ccc(N/C(N)=N/c2nc(C)cc(C)n2)cc1,13,-4,8,0,6,1,2,-4,-0.6,2
CC(C)(C)c1cc(C(=O)NCCN2CCCC2)cc(C(C)(C)C)c1,-8,6,0,-2,4,0,4,-6,2.2,1
Cn1cc(S(=O)(=O)NCC2CCCO2)c(=O)n(C)c1=O (configuration not stated),4,1,6,5,9,0,5,2,-0.4,4
Cc1ccccc1Sc1c(C#N)c(-c2ccccc2)nn1C,0,-12,1,4,10,3,-14,-1,-0.3,-2
C=C[C@@H]1c2ccccc2N(S(=O)(=O)c2ccc(C)cc2)[C@H](c2ccccc2C(F)(F)F)C1(C#N)C#N,6,-4,-8,4,1,5,-12,-2,-1.4,2
Cc1cccc(C)c1OCC(O)CN1CCN(c2ccccn2)CC1 (configuration not stated),-10,-1,6,-4,0,-5,7,1,1.3,-1
Nc1c(C(=O)O)sc2nc(-c3ccccc3)c3c(c12)CCCC3,18,-7,-2,3,-7,-4,-7,27*,-0.3,-3
COC(=O)c1c(C)oc2ccc(OC(=O)N3CCOCC3)cc12,-4,20,7,2,5,1,-4,-2,-0.9,5
CCCCn1c(N)c(N(CC(C)C)C(=O)c2cccc(-n3cnnn3)c2)c(=O)[nH]c1=O,-1,1,-4,5,2,-5,-6,-2,-1.5,-1
CN(CC(=O)Nc1cccc(F)c1)C(=O)C1=COCCO1,-4,5,-1,-3,-1,-2,-1,4,-0.7,-3
O=[N+]([O-])c1ccc(N/N=C2/CCCCC2c2ccccn2)c([N+](=O)[O-])c1 (configuration not stated),5,7,-6,-3,0,3,8,8,-0.8,-3
Cc1cccc(N(CC(=O)NC2CCCC2)C(=O)CCC(=O)Nc2ccccn2)c1,-5,-5,-16,0,-6,-4,9,1,-1.1,7
CC1CCCC(NC(=O)CN2CCN(Cc3ccc(Cl)cc3)C2=O)C1C (configuration not stated),-7,-3,-9,·,6,4,1,1,-1.7,-5

# Next part; it opens with the 2 that closed the last part.
Structure,rCAG RNA binder,mABHD4 FP,TDP2 absorb,Rev-erbA mod,TCR CD3 inh,SIAE primary,HTRA1 inh,PRMT1 inh,PG9 Ab binder,LEDGF integ inh
Cc1cccc(N(CC(=O)NC2CCCC2)C(=O)CCC(=O)Nc2ccccn2)c1,-5,-5,-16,0,-6,-4,9,1,-1.1,7
CC1CCCC(NC(=O)CN2CCN(Cc3ccc(Cl)cc3)C2=O)C1C (configuration not stated),-7,-3,-9,·,6,4,1,1,-1.7,-5
Cc1ccccc1OCc1nnc(SCC(=O)Nc2ccc(N3CCOCC3)c(Cl)c2)n1C,-5,-4,15,-2,3,3,0,2,0.6,2
C/C=C(/C)C(=O)Nc1cccc(C2=NOC3(C2)C[C@@H](C(N)=O)N(C(=O)c2ccc(OC)cc2)C3)c1 (some centres not stated),3,1,1,-2,38*,15,-5,1,0.5,1
O=C(NCc1ccccc1F)C(c1ccccc1)c1ccccc1,-4,-12,18,4,8,1,-9,3,-1.6,3
O=C(Nc1nnc(CC(=O)N2CCOCC2)s1)c1cccs1,-2,3,-2,-1,1,-3,6,0,-0.8,1
COc1ccc(S(=O)(=O)N(CC(=O)N2CCOCC2)c2cc(Cl)ccc2OC)cc1OC,-4,2,-6,1,-5,1,-8,2,1.4,-1
COc1cc(-c2nc3ccccn3c2/N=C/c2cccc(OC)c2O)ccc1O,5,11,-5,8,0,7,5,4,-26,-2
COc1c(C=O)c2c(c(OC)c1OC)-c1ccc(OC)c(=O)cc1C(NC(C)=O)CC2 (configuration not stated),1,-6,2,-4,-1,3,16,-4,-0.5,5
CC(=O)c1c(O)c(C)c(O)c2c1OC1=CC(=O)C(C(C)=O)C(=O)[C@@]12C (some centres not stated),42*,1,1,4,-12,2,-3,3,-3.4,5
Clc1ccc(OCc2cc(-c3ccccc3)no2)c(Cl)c1,2,-10,-15,-1,3,-2,-19,-3,-1.8,0
CS(=O)(=O)N(CC(=O)N1CCc2ccccc2C1)c1ccccc1Br,-4,4,1,0,-9,-3,4,2,0.5,-1
COC(=O)c1cc2oc(C)cc2n1CC(=O)Nc1cc(C)cc(C)c1,7,-5,-12,-1,-12,1,-15,10,9.2*,8
O=C(CN1CCCC1)Nc1ccc([N+](=O)[O-])cc1,-2,6,8,5,7,-1,2,-1,-1.3,0
O=C(Nc1ccc(N2CCN(C(=O)c3cccs3)CC2)cc1)c1ccc(F)cc1,-2,1,-8,3,-2,5,2,1,-1.6,-8
C[C@]12c3[nH]c4ccc(Cl)cc4c3CCN1C(=O)[C@@H](CC(=O)NCCC1=CCCCC1)C[C@@H]2C(=O)N1CCOCC1,7,4,-2,1,-3,3,-1,3,-0.1,-3
CN(CC(=O)Nc1ccc(F)c(F)c1F)C(=O)Cc1ccc(S(=O)(=O)N2CCOCC2)s1,5,2,8,3,-2,1,4,2,-1.1,-2
COC(=O)c1ccc(COc2nc(C)cc(C)c2C#N)o1,-1,-9,-14,0,-4,3,-7,1,-3.2,5
CC(=O)c1ccc(NC(=O)C(C)Sc2n[nH]c(-c3cccnc3)n2)cc1 (configuration not stated),4,4,5,3,4,-2,1,-4,0.2,0
CC(=O)c1cccc(N(C(=O)Cn2nnc3ccccc32)C(C(=O)NCc2ccccc2)c2ccccn2)c1 (configuration not stated),1,4,1,-3,3,10,4,-2,-2.5,-2
O=C1NCCCCC1NS(=O)(=O)c1ccccc1 (configuration not stated),1,1,14,4,-1,2,-3,-4,-0.8,2
COc1ccc(C2(C(=O)NC(C)C)CCCC2)cc1OC,0,5,0,1,0,7,-3,-2,-3.2,-4
CCOC(=O)c1cc2nc(Nc3ccc(OC)cc3)sc2s1,15,-7,-1,-2,3,-2,-11,2,-1.3,-3
COc1ccc(C(c2nnnn2CC2CCCO2)N2CCN(c3ccc(F)cc3)CC2)cc1 (configuration not stated),-9,1,-1,0,2,-2,-3,1,0.2,-3
ClCc1ncc(-c2ccc(Cl)cc2)o1,0,-2,9,0,8,7,2,0,0.1,-1
COc1ccc(C)cc1N(CC(=O)N1CCOCC1)S(C)(=O)=O,3,0,0,7,5,0,-2,5,-0.2,3
CCCCCC(NC(=O)C1CCN(C(=O)[C@@H](NS(=O)(=O)c2ccc(C)cc2)C(C)C)CC1)C(=O)O (some centres not stated),8,5,12,2,-4,-5,2,1,0.3,-3
O=C1CCCCC(=O)N(c2ccccc2)c2ccccc21,0,4,0,-3,-7,-7,-2,0,-0.1,0
O=C(NCCN1CCN(Cc2ccccc2)CC1)c1cc2c(=O)[nH]c3ccccc3c2s1,-2,0,-8,-2,0,-5,-19,-2,-1.4,-5
Cc1cccc(C)c1NC(=O)CCCN1C(=O)C(c2ccccc2)Oc2cccnc21 (configuration not stated),-5,-1,-2,4,0,7,2,-2,0.4,1
COc1ccc(OC)c(NC(=O)CSc2nnc3ccc(-c4ccccn4)nn23)c1,3,2,11,0,0,10,2,-1,-1.1,-2
CCOC(=O)C(C(=O)OCC)c1c([N+](=O)[O-])c(=O)n2c3c(cccc13)CCC2,3,-5,-1,-5,5,3,8,-2,-1.0,-2
CCC1CCc2c(sc(N)c2C(N)=O)C1 (configuration not stated),8,10,2,·,-3,-2,-1,16,0.3,0
CN(/C=C/c1c([N+](=O)[O-])c(=O)n(C)c(=O)n1C)c1ccccc1,-5,1,7,2,-7,0,7,3,0.1,2
CCC(C)(C(=O)NC1CCCC1)N(C(=O)c1ccccn1)c1ccccc1 (configuration not stated),3,4,-1,3,0,0,2,1,-0.7,0
Cc1nc2c(O)cccc2cc1CO,-6,5,-6,3,-9,-7,-3,3,-1.1,-11
NS(=O)(=O)c1ccc(CCNC(=O)c2ccco2)cc1,1,3,10,-3,-1,4,5,2,0.6,-5

# A portion of the library, so the mix of outcomes need not match the whole.
